High-throughput results (PubChem)
ERK AVP inh = qHTS Assay for Inhibitors of the ERK Signaling Pathway using a Homogeneous Screening Assay | HEK293-V1b, vasopressin-stimulated pERK AlphaScreen | Potency, µM (highest dose often 57.5 µM), without a hit: at the highest dose activity, negative = inhibition, usual class: inhibitors | 0.99% of 72,000 active | AID 995, 2007; note: potency is the fitted concentration of half-maximal effect; % is set by controls: 0 for no effect and ±100 for the full control effect; nearly all actives have a fitted effect of over 55% in size
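qHTS, compounds titrated on V1b-expressing HEK293 cells. Preincubation 30 min at 37C, vasopressin 25 nM for 5 min, lysis 10 min, bead incubation 5 hr at room temperature.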
Rhodamine fluor = qHTS Assay for Spectroscopic Profiling in Rhodamine Spectral Region; Rhodamine-region fluorescence, 547/598 nm, Tris buffer; stronger effect = higher value; 0.05% of 59,000 active; max dye-equivalent concentration, M; in the data active = max dye-equivalent concentration above about 11 nM; inconclusive = between about 1.1 nM and that limit
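Compound fluorescence in 100 mM Tris, pH 8.0, read after 15 min at room temperature with 547 nm excitation and 598 nm emission. Output is dye-equivalent concentration from an on-plate rhodamine standard series.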
A350 autofl = qHTS Assay for Spectroscopic Profiling in A350 Spectral Region; max dye-equivalent concentration, M; 11% of 59,000 active; Compound autofluorescence, 340/450 nm, Alexa 350 dye-equivalents; stronger effect = higher value; in the data active = max dye-equivalent concentration above about 10 nM; inconclusive = mostly about 1.1 nM to 9.6 nM
4-MU autofl = qHTS Assay for Spectroscopic Profiling in 4-MU Spectral Region | compound autofluorescence, 340/450 nm, 4-MU equivalents; stronger effect = higher value | max dye-equivalent concentration, M | 11% of 59,000 active | AID 589, 2007; in the data active = max dye-equivalent concentration above about 10 nM; inconclusive = mostly about 1.1 nM to 9.6 nM
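Compounds in 100 mM Tris, pH 8.0, incubated 15 min at room temperature, then fluorescence read at 340 nm excitation/450 nm emission. Signal converted to 4-MU dye-equivalent concentration using an on-plate six-point 4-MU standard curve.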
Luciferase inh = qHTS Assay for Inhibitors of Firefly Luciferase. Luciferin 4-monooxygenase (Photinus pyralis), P08659. purified firefly luciferase, luminescence, 8 min. Potency, µM (highest dose often 57.1 µM), without a hit: at the highest dose activity change, negative = inhibition, hits mostly inhibitors. 2.2% of 72,000 active; note: potency is the fitted concentration of half-maximal effect; % is set by controls: 0 for no effect and ±100 for the full control effect; nearly all actives have a fitted effect of over 40% in size
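Compounds were tested as concentration series (qHTS) against purified P. pyralis luciferase with luciferin and 10 uM ATP in 50 mM imidazole pH 7.2, 50 mM KCl, 7 mM MgCl2, 0.01% Tween 20, 0.05% BSA. Luminescence was read after 8 min at ambient temperature.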
Tau fil binding = qHTS Assay for Tau Filament Binding; Microtubule-associated protein tau (Homo sapiens), P10636; Potency, µM (series often up to 57.1 µM), without a hit: at the highest dose activity change, negative = inhibition; recombinant tau filaments, thioflavin S fluorescence, 15 h; filaments grown with octadecylsulfate alongside compound; 2% of 71,000 active;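 note: potency is the fitted concentration of half-maximal effect; % is set by controls: 0 for no effect and ±100 for the full control effect; actives lower thioflavin S fluorescence by blocking filaments or displacing dye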
Target sequence (P10636 whole entry, looked up): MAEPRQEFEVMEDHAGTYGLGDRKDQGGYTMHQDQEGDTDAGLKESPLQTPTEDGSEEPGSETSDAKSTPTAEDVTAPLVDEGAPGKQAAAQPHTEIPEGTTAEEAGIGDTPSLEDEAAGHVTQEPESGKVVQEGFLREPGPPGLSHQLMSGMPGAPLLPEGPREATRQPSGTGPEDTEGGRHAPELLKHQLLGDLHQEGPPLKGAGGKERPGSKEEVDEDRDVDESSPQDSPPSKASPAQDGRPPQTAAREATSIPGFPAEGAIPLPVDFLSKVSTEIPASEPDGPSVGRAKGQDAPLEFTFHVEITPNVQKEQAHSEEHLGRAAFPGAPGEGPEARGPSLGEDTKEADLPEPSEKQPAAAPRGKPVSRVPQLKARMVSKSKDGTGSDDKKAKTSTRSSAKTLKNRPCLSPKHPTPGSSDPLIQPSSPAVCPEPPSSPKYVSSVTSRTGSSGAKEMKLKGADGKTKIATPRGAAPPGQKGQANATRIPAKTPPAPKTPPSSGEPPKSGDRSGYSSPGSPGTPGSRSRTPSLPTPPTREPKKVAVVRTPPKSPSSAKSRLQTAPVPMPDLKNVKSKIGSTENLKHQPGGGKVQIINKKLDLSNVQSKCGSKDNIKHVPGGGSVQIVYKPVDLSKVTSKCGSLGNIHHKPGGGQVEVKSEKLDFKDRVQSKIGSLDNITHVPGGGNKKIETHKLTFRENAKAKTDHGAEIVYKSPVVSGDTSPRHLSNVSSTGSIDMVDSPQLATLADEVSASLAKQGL
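Read-out: ThS fluorescence, 450 nm excitation/510 nm emission; lower signal marks blocked filament formation or displaced dye. Tau at 1 uM with 30 uM ODS, 10 uM ThS, 5 mM DTT, 100 mM NaCl, 10 mM HEPES pH 7.4; 15 h, 37 C.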
Fluorescein autfl = qHTS Assay for Spectroscopic Profiling in Fluorescein Spectral Region; Compound autofluorescence, 480/540 nm, fluorescein-equivalent; stronger effect = higher value; max fluorescein-equivalent concentration, M; 0.91% of 59,000 active; AID 593, 2007; in the data active = max fluorescein-equivalent concentration above about 10 nM; inconclusive = between about 1.1 nM and that limit
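In this qHTS profile, compound fluorescence was measured with a 480 nm/540 nm filter pair following a 15-min room-temperature incubation in 100 mM Tris (pH 8.0). A six-point fluorescein series on each plate served for normalization.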
Casp7 inh = qHTS Assay for Allosteric/Competitive Inhibitors of Caspase-7. Potency, µM (doses to about 57.5 µM), inactives show at the highest dose activity change, negative = inhibition, hits mostly inhibitors. 0.02% of 75,000 active. AID 889, 2007. recombinant caspase-7, Ac-DEVD-AFC fluorescence rate. P55210; active = well fitted inhibition curve with a large enough effect in the main read-out, with a control signal flat, not every such curve was filed as active; inconclusive = small, poorly fitted or top-dose-only effect, or a change in a side signal; note: potency is the fitted concentration of half-maximal effect; % of control where 0% means no effect
Texas Red fluor = qHTS Assay for Spectroscopic Profiling in Texas Red Spectral Region; 0.06% of 59,000 active; Compound fluorescence, Texas Red channel, 547/618 nm; stronger effect = higher value; max dye-equivalent concentration, M; AID 587, 2007; in the data active = max dye-equivalent concentration above about 10 nM; inconclusive = between about 1.1 nM and that limit
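Dye-equivalent concentrations come from scaling compound signal (ex 547, em 618 nm) to six Texas Red standard concentrations run on every plate, after 15 min room-temperature incubation in pH 8.0 Tris (100 mM).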
HEK293 cAMP cs = qHTS Assay for Agonists of the Thyroid Stimulating Hormone Receptor: Activators of Intracellular cAMP Concentrations in Parental HEK 293. AID 938, 2007. parental HEK293 CNG cAMP sensor, membrane potential fluorescence. Potency, µM (top dose mostly 57.1 µM), for the others: at the top dose activation, usual class: activators. 2.5% of 73,000 active; note: potency is the fitted concentration of half-maximal effect; % of control where 0% means no effect; nearly all actives have a fitted effect of over 55% in size
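Counterscreen for endogenous-receptor signalling: CNG-channel HEK 293 cells report cAMP rise by membrane depolarization. After 60 min dye equilibration with 100 uM RO 20-1724, compounds incubated 30 min before bottom-read fluorescence at 590 nm.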
Caspase-1 inhib = qHTS Assay for Allosteric/Competitive Inhibitors of Caspase-1. P29466. Caspase-1 enzyme, Ac-WEHD-AFC fluorogenic rate. Potency, µM (series often up to 57.5 µM), for inactives: at the highest dose activity change, negative = inhibition, hits mostly inhibitors. 0.03% of 75,000 active;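 note: potency is the fitted concentration of half-maximal effect; plate controls were vehicle for no effect and no substrate for full effect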
Target sequence (P29466 120-297 limits assumed): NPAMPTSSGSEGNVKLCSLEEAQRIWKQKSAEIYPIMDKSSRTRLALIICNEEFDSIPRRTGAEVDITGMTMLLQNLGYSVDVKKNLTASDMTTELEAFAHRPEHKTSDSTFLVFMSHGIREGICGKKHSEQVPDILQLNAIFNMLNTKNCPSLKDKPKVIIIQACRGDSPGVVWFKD
Target sequence (P29466 317-404 limits assumed): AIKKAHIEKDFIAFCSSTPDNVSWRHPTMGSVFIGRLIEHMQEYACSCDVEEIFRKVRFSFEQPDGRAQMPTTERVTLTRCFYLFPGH
* marks the source's active call; other numbers are inactive results; [ ] = another dose, or the depositor's remark. Unless noted, calls come from the whole dose curve; as a rule, active = well fitted curve in the direction sought with a large enough effect; inconclusive = small, poorly fitted or top-dose-only effect, or another doubt; inactive = no such curve, though single readings can be large; an effect the other way counts as inactive or inconclusive. Some of the compounds tested; count on the stated rates, not on these rows.

How did CCCNC(=O)Nc1cc(C)on1 do in these assays?
ERK AVP inh: -3%; Rhodamine fluor: inactive; A350 autofl: inactive; 4-MU autofl: inactive; Luciferase inh: -19%; Tau fil binding: 3%; Fluorescein autfl: inactive; Casp7 inh: 0%; Texas Red fluor: inconclusive; HEK293 cAMP cs: -2%; Caspase-1 inhib: -1%

What do the screens show for `COc1cc(Cl)c(C)cc1NC(=O)COC(=O)c1cnc(C)cn1`?
ERK AVP inh: -1%; Rhodamine fluor: inactive; A350 autofl: inconclusive; 4-MU autofl: inactive; Luciferase inh: -36%; Tau fil binding: -9%; Fluorescein autfl: inconclusive; Casp7 inh: 6%; Texas Red fluor: inconclusive; HEK293 cAMP cs: 5%; Caspase-1 inhib: 0%

Results for Cc1cc(-c2ccccc2)nc2cc(C(N)=O)nn12 ?
ERK AVP inh: inconclusive; Rhodamine fluor: inactive; A350 autofl: 6.3e-08M*; 4-MU autofl: 5.2e-08M*; Luciferase inh: 0%; Tau fil binding: inconclusive; Fluorescein autfl: inactive; Casp7 inh: -7%; Texas Red fluor: inactive; HEK293 cAMP cs: 2%; Caspase-1 inhib: -8%

Results for CCCCCCNC(=O)c1c(N)n(/N=C/c2ccco2)c2nc3ccccc3nc12 ?
ERK AVP inh: -2%; Rhodamine fluor: inactive; A350 autofl: 3.2e-08M*; 4-MU autofl: 2.7e-08M*; Luciferase inh: -2%; Tau fil binding: -27%; Fluorescein autfl: inactive; Casp7 inh: -12%; Texas Red fluor: inactive; HEK293 cAMP cs: inconclusive; Caspase-1 inhib: -14%

How did COc1cccc(OC)c1C(=O)Nc1ccc(N2CCN(S(C)(=O)=O)CC2)cc1 do in these assays?
ERK AVP inh: -4%; Rhodamine fluor: inactive; A350 autofl: inconclusive; 4-MU autofl: inconclusive; Luciferase inh: -36%; Tau fil binding: -7%; Fluorescein autfl: inactive; Casp7 inh: 6%; Texas Red fluor: inconclusive; HEK293 cAMP cs: 24%; Caspase-1 inhib: 0%

Results for Cc1nnc2sc(-c3ccco3)nn12 ?
ERK AVP inh: -10%; Rhodamine fluor: inactive; A350 autofl: inactive; 4-MU autofl: inactive; Luciferase inh: 1%; Tau fil binding: 7%; Fluorescein autfl: inconclusive; Casp7 inh: 0%; Texas Red fluor: inactive; HEK293 cAMP cs: 8%; Caspase-1 inhib: 0%

Results for COc1cc(-c2nc(N)n[nH]2)cc(OC)c1OC ?
ERK AVP inh: -10%; Rhodamine fluor: inactive; A350 autofl: inactive; 4-MU autofl: inactive; Luciferase inh: -2%; Tau fil binding: 13%; Fluorescein autfl: inactive; Casp7 inh: -3%; Texas Red fluor: inactive; HEK293 cAMP cs: inconclusive; Caspase-1 inhib: -1%

How did NC(=O)N[C@H](CC(=O)O)C(=O)O do in these assays?
ERK AVP inh: 11%[11.5 µM]; Rhodamine fluor: inactive; A350 autofl: inactive; 4-MU autofl: inactive; Luciferase inh: 3%[11.4 µM]; Tau fil binding: -6%[11.4 µM]; Fluorescein autfl: inactive; Casp7 inh: 2%[11.5 µM]; Texas Red fluor: inactive; HEK293 cAMP cs: 2%[11.4 µM]; Caspase-1 inhib: 1%[11.5 µM]

How did Cc1cc(C)cc(N(CC(=O)NCc2ccco2)S(=O)(=O)c2c(C)noc2C)c1 do in these assays?
ERK AVP inh: -17%; Luciferase inh: 2%; Tau fil binding: 8%; Casp7 inh: -2%; HEK293 cAMP cs: inconclusive; Caspase-1 inhib: -2%

What do the screens show for `CCN(CC)C(=O)N1CCC(NC(=O)c2ccccc2)CC1`?
ERK AVP inh: -23%; Rhodamine fluor: inactive; A350 autofl: inactive; 4-MU autofl: inactive; Luciferase inh: -1%; Tau fil binding: -4%; Fluorescein autfl: inconclusive; Casp7 inh: -2%; Texas Red fluor: inactive; HEK293 cAMP cs: -6%; Caspase-1 inhib: 3%

Results for CCn1c(SCC(=O)c2cc(OC)ccc2OC)nnc1-c1ccncc1 ?
ERK AVP inh: 14%; Rhodamine fluor: inactive; A350 autofl: inactive; 4-MU autofl: inactive; Luciferase inh: 0%; Tau fil binding: 10%; Fluorescein autfl: inactive; Casp7 inh: -4%; Texas Red fluor: inconclusive; HEK293 cAMP cs: 25µM*; Caspase-1 inhib: -2%

What do the screens show for `CC(=O)c1cccc(N(CC(=O)NCC2CCCO2)C(=O)CCC(=O)Nc2cc(C)on2)c1` (stereo not given)?
ERK AVP inh: -4%; Rhodamine fluor: inactive; A350 autofl: inactive; 4-MU autofl: inactive; Luciferase inh: 6%; Tau fil binding: 7%; Fluorescein autfl: inconclusive; Casp7 inh: 8%; Texas Red fluor: inactive; HEK293 cAMP cs: -5%; Caspase-1 inhib: 2%

What do the screens show for `Cc1oc(-c2ccccc2)nc1Cn1cccc1C1=NC(c2ccccc2)CO1` (stereo not given)?
ERK AVP inh: -6%; Rhodamine fluor: inactive; A350 autofl: inactive; 4-MU autofl: inactive; Luciferase inh: 1%; Tau fil binding: -3%; Fluorescein autfl: inactive; Casp7 inh: -3%; Texas Red fluor: inactive; HEK293 cAMP cs: inconclusive; Caspase-1 inhib: -2%

How did COc1ccc2[nH]c3c(NCCN(C(C)C)C(C)C)ncnc3c2c1 do in these assays?
ERK AVP inh: -18%; Rhodamine fluor: inactive; A350 autofl: 2.8e-07M*; 4-MU autofl: 2.2e-07M*; Luciferase inh: 1%; Tau fil binding: 229%; Fluorescein autfl: inconclusive; Casp7 inh: -5%; Texas Red fluor: inconclusive; HEK293 cAMP cs: 0%; Caspase-1 inhib: -7%

How did COc1ccc(N2CCN(S(=O)(=O)/C=C/c3ccccc3)CC2)cc1 do in these assays?
ERK AVP inh: -16%; Rhodamine fluor: inactive; A350 autofl: inactive; 4-MU autofl: inactive; Luciferase inh: -1%; Tau fil binding: 27%; Fluorescein autfl: inactive; Casp7 inh: 0%; Texas Red fluor: inactive; HEK293 cAMP cs: 2%; Caspase-1 inhib: -1%

What do the screens show for `CSc1nc(NCCOCCO)c2sc3nc(-c4ccco4)c4c(c3c2n1)CCC4`?
ERK AVP inh: 7%; Rhodamine fluor: inactive; A350 autofl: inactive; 4-MU autofl: inactive; Luciferase inh: 2%; Tau fil binding: -14%; Fluorescein autfl: inactive; Casp7 inh: -1%; Texas Red fluor: inactive; HEK293 cAMP cs: 14%; Caspase-1 inhib: -1%

How did COc1ccc(CC(=O)NC(C)c2nnc(SCC(=O)Nc3nc(C)cs3)n2C)cc1 (stereo not given) do in these assays?
ERK AVP inh: -6%; Rhodamine fluor: inactive; A350 autofl: inactive; 4-MU autofl: inactive; Luciferase inh: -1%; Tau fil binding: -7%; Fluorescein autfl: inconclusive; Casp7 inh: 2%; Texas Red fluor: inconclusive; HEK293 cAMP cs: -2%; Caspase-1 inhib: 0%

How did CCS(=O)(=O)c1nnnn1-c1ccccc1S(C)(=O)=O do in these assays?
ERK AVP inh: 24%; Rhodamine fluor: inactive; A350 autofl: inactive; 4-MU autofl: inactive; Luciferase inh: 0%; Tau fil binding: -15%; Fluorescein autfl: inconclusive; Casp7 inh: 0%; Texas Red fluor: inactive; HEK293 cAMP cs: 0%; Caspase-1 inhib: -2%

Results for CCC(Sc1ccc2nnc(-c3ccc(F)cc3)n2n1)C(=O)O (stereo not given) ?
ERK AVP inh: 1%; Rhodamine fluor: inactive; A350 autofl: inconclusive; 4-MU autofl: inconclusive; Luciferase inh: 6%; Tau fil binding: -8%; Fluorescein autfl: inactive; Casp7 inh: -1%; Texas Red fluor: inconclusive; HEK293 cAMP cs: 2%; Caspase-1 inhib: 1%

Results for CCOC(=O)c1oc2ccccc2c1NC(=O)c1ccc(S(=O)(=O)N2CCCC2)cc1 ?
ERK AVP inh: 20%; Rhodamine fluor: inactive; A350 autofl: 4.8e-08M*; 4-MU autofl: 3.6e-08M*; Luciferase inh: 0%; Tau fil binding: 9%; Fluorescein autfl: inactive; Casp7 inh: -2%; Texas Red fluor: inconclusive; HEK293 cAMP cs: 15%; Caspase-1 inhib: -1%

Results for O=C(c1ccc(COc2c(F)c(F)cc(F)c2F)o1)N1CCN(c2ccc(Cl)cc2)CC1 ?
ERK AVP inh: 4%; Rhodamine fluor: inactive; A350 autofl: inactive; 4-MU autofl: inactive; Luciferase inh: 3%; Tau fil binding: 1%; Fluorescein autfl: inconclusive; Casp7 inh: -2%; Texas Red fluor: inactive; HEK293 cAMP cs: 19%; Caspase-1 inhib: -2%
